LmPK inh = qHTS Assay for Inhibitors of Leishmania Mexicana Pyruvate Kinase (LmPK). Q27686. purified LmPK, Kinase-Glo ATP luminescence, 1 h. Potency, µM (doses to about 57.5 µM), inactives show top-dose activity change, negative = inhibition, usual class: inhibitors. 290,000 tested, 0.37% active. AID 1721, 2009
Target sequence (Q27686 whole entry, looked up): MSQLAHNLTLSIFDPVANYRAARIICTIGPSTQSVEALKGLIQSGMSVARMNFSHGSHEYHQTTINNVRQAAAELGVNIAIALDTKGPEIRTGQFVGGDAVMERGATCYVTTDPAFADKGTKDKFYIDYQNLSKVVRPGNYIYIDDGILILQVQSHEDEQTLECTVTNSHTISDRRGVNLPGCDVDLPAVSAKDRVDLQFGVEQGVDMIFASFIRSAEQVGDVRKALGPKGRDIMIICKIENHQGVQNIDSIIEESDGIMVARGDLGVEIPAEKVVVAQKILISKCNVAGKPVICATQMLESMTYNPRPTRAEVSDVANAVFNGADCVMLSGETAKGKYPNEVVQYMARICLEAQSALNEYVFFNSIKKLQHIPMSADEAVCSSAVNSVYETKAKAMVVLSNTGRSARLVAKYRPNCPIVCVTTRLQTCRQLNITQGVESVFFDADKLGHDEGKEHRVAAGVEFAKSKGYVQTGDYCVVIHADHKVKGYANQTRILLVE
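Purified LmPK (0.1 nM) with 0.5 mM PEP and 0.1 mM ADP in imidazole buffer pH 7.2 with MgCl2/KCl, 1 h at room temperature. ATP formed was read by luciferase luminescence and normalized to no-enzyme and uninhibited controls.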
Pf growth 96h = Primary qHTS for delayed death inhibitors of the malarial parasite plastid, 96 hour incubation | P. falciparum luciferase reporter growth, 96 h | Potency, µM (series often up to 28.7 µM), for inactives: at the highest dose activity change, negative = inhibition, actives largely listed as inhibitors | 320,000 tested, 6.9% active
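96 h incubation, 37 C, 5% CO2, of luciferase-reporter P. falciparum-infected RBCs (2% hematocrit, 0.05% parasitemia final) with test compounds; endpoint luminescence.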
Sm TGR inh = qHTS Assay for the Inhibitors of Schistosoma Mansoni Peroxiredoxins | Schistosoma mansoni thioredoxin glutathione reductase (TGR), Q962Y6 | purified TGR, DTNB reduction, TNB absorbance 405 nm | Potency, µM (titrated, usually from 114 µM), inactives show at the highest dose activity change, negative = inhibition, actives largely listed as inhibitors | 360,000 tested, 3% active | AID 485364, 2010; note: nearly all actives have a fitted effect of over 60% in size
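Kinetic colorimetric format: TGR-catalysed, NADPH-driven DTNB reduction monitored via TNB absorbance. Enzyme dispensed at 20 nM; compound exposure 15 min at room temperature before reaction start.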
TbPYK inhibitor = qHTS of Trypanosoma Brucei Inhibitors. pyruvate kinase (Trypanosoma brucei), Q57TT1. TbPYK enzyme, Kinase-Glo Plus ATP luminescence, 45 min. Potency, µM (top dose mostly 76.8 µM), without a hit: at the highest dose activity, negative = inhibition, hits mostly inhibitors. 410,000 tested, 0.12% active. AID 624173, 2012; note: nearly all actives have a fitted effect of over 50% in size
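T. brucei PYK with substrate was exposed to pin-transferred compounds across a concentration series, then started with 130 uM ADP (final). After 45 min at room temperature, Kinase-Glo Plus luminescence was read, normalized and curve-fitted.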
Pf growth 48h = Primary qHTS for delayed death inhibitors of the malarial parasite plastid, 48 hour incubation | P. falciparum luciferase growth in erythrocytes, 48 h | Potency, µM (doses to about 28.7 µM), for inactives: at the highest dose activity change, negative = inhibition, most hits filed as inhibitors | 310,000 tested, 5.9% active
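A one-generation exposure of luciferase-tagged malaria parasites in RPMI 1640/Albumax erythrocyte culture, 37 C and 5% CO2. Inhibition is inferred from decreased luminescence after adding detection reagent.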
HCV inh = qHTS Assay for Inhibitors of Hepatitis C Virus (HCV). Huh7.5.1 HCVcc-Cre infection, luciferase reporter, 44 h. Potency, µM (doses to about 41.8 µM), without a hit: at the top dose activity change, negative = inhibition, hits mostly inhibitors. 340,000 tested, 3.4% active. AID 651820, 2012
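Whole-lifecycle infectious HCVcc-Cre system; cells 1,000/well, compound then virus (~0.5 moi) added 4 h after plating, 44 h culture. Luciferase read 15 sec following 15 min substrate incubation, room temp.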
* hit, by the source's call; & = joins results of further samples; [ ] = dose if it differs, or a comment. Calls come from the whole dose curve; as a rule, active = well fitted curve in the direction sought with a large enough effect; inconclusive = small, poorly fitted or top-dose-only effect, or another doubt; inactive = no such curve, though single readings can be large; an effect the other way counts as inactive or inconclusive. % is set by controls: 0 for no effect and ±100 for the full control effect; potency is the fitted concentration of half-maximal effect.

What do the screens show for `CCn1c(C)nc2cc(C(=O)N3N=C(CCOC)CC3(O)C(F)(F)F)ccc21` (stereo not given)?
LmPK inh: 4.0%; Pf growth 96h: inconclusive; Sm TGR inh: inconclusive; TbPYK inhibitor: -1.8%; Pf growth 48h: 8.6%; HCV inh: 7.3%

What do the screens show for `COc1cccc(C(Nc2ccccn2)c2c(NC(=O)c3ccco3)sc(C)c2C)c1` (stereo not given)?
LmPK inh: 4.6%; Pf growth 96h: inconclusive; Sm TGR inh: -18.3%; TbPYK inhibitor: -10.4%; Pf growth 48h: 8.28µM*; HCV inh: inconclusive

What do the screens show for `N=C(N)c1ccccc1`?
LmPK inh: -1.0%; Pf growth 96h: 20.5%; Sm TGR inh: -2.0%; TbPYK inhibitor: -3.3%&-1.0%; Pf growth 48h: 0.3%; HCV inh: 43.7%&-13.5%[activator]

What do the screens show for `Cc1c(NC(=O)CSc2ncccn2)c(=O)n(-c2ccccc2)n1C`?
LmPK inh: 2.2%; Pf growth 96h: 1.9%; Sm TGR inh: 60.3%[activator]; TbPYK inhibitor: -3.3%; Pf growth 48h: -10.9%; HCV inh: 11.3%

Results for O=C(COC(=O)Cc1ccccc1F)Nc1cccc(F)c1 ?
LmPK inh: 8.9%; Pf growth 96h: 9.6%; Sm TGR inh: 1.3%; TbPYK inhibitor: 7.0%; Pf growth 48h: inconclusive; HCV inh: 6.2%

What do the screens show for `CCN(CC)C(=O)COc1ccc2c3c(c(=O)oc2c1C)CCCC3`?
LmPK inh: 0.7%; Pf growth 96h: inconclusive; Sm TGR inh: -4.6%; TbPYK inhibitor: -2.6%; Pf growth 48h: inconclusive; HCV inh: inconclusive

How did Cc1cccc(NC(=S)Nc2ccc3cn[nH]c3c2)c1 do in these assays?
LmPK inh: -4.6%; Pf growth 96h: -8.3%; Sm TGR inh: -24.5%; TbPYK inhibitor: -8.4%; Pf growth 48h: 29.9%; HCV inh: 9.2%

How did Cc1ccc2c3c1C1(C(=O)N3C(C)(C)CC2C)C(C#N)=C(N)Oc2cc(O)ccc21 (stereo not given) do in these assays?
LmPK inh: -7.6%; Sm TGR inh: 1.6%; TbPYK inhibitor: 0.3%; Pf growth 48h: -21.1%; HCV inh: inconclusive

Results for COc1ccc(C(=O)N2CCc3cc(OC)c(OC)cc3C2c2ccc(OC)c(OC)c2)cc1 (stereo not given) ?
LmPK inh: 2.4%; Pf growth 96h: inconclusive; Sm TGR inh: 14.1%; TbPYK inhibitor: -7.6%; Pf growth 48h: inconclusive; HCV inh: 12.1%

Results for CCc1ccc(NC(=S)NNC(=O)c2ccccc2OC(F)F)cc1 ?
LmPK inh: -2.8%; Pf growth 96h: -22.3%; Sm TGR inh: -1.5%; Pf growth 48h: 27.3%; HCV inh: -3.9%

What do the screens show for `O=C(NCCc1nc2ccccc2[nH]1)/C(=C/c1ccco1)NC(=O)c1ccccc1Br`?
LmPK inh: 2.4%; Pf growth 96h: -19.1%; Sm TGR inh: -23.3%; TbPYK inhibitor: -6.1%; Pf growth 48h: -6.3%; HCV inh: 11.8%

Results for Cc1ccc(OCCn2c(CCNC(=O)C(C)C)nc3ccccc32)cc1 ?
LmPK inh: 3.6%; Pf growth 96h: 18.7%; Sm TGR inh: -23.2%; TbPYK inhibitor: 3.1%; Pf growth 48h: 16.9%; HCV inh: -12.2%

How did COc1ccc([N+](=O)[O-])cc1NC(=O)CSc1ncccn1 do in these assays?
LmPK inh: -1.8%; Pf growth 96h: 2.9%; TbPYK inhibitor: 0.8%; Pf growth 48h: -0.8%; HCV inh: inconclusive

Results for Cc1c(Cl)cccc1NC(CC(=O)c1ccccc1)C(=O)O (stereo not given) ?
LmPK inh: -2.2%; Pf growth 96h: 55.3%[activator]; Sm TGR inh: 1µM*; TbPYK inhibitor: inconclusive; Pf growth 48h: 18.8%; HCV inh: 11.1%

What do the screens show for `O=C(CSC1=NC2(CCCCCC2)N=C1c1ccccc1)Nc1ccc2c(c1)OCCO2`?
LmPK inh: 3.8%; Pf growth 96h: -0.9%; Sm TGR inh: -1.9%; TbPYK inhibitor: 3.8%; Pf growth 48h: inconclusive; HCV inh: inconclusive

No new results follow: entries from further up.
How did COc1ccc([N+](=O)[O-])cc1NC(=O)CSc1ncccn1 do in these assays?
LmPK inh: -1.8%; Pf growth 96h: 2.9%; TbPYK inhibitor: 0.8%; Pf growth 48h: -0.8%; HCV inh: inconclusive

Results for Cc1c(Cl)cccc1NC(CC(=O)c1ccccc1)C(=O)O (stereo not given) ?
LmPK inh: -2.2%; Pf growth 96h: 55.3%[activator]; Sm TGR inh: 1µM*; TbPYK inhibitor: inconclusive; Pf growth 48h: 18.8%; HCV inh: 11.1%

What do the screens show for `O=C(CSC1=NC2(CCCCCC2)N=C1c1ccccc1)Nc1ccc2c(c1)OCCO2`?
LmPK inh: 3.8%; Pf growth 96h: -0.9%; Sm TGR inh: -1.9%; TbPYK inhibitor: 3.8%; Pf growth 48h: inconclusive; HCV inh: inconclusive

(listing goes on)
What do the screens show for `Cc1ccccc1OCC(=O)Nc1cccc(Cl)c1C`?
LmPK inh: 0.4%; Pf growth 96h: -98.4%; Sm TGR inh: 3.5%; TbPYK inhibitor: -1.9%; Pf growth 48h: 35.1%[activator]; HCV inh: 2.5%

Results for C/C(=N\NC(=O)CSc1nc2nc(C)cc(C)n2n1)c1ccccc1 ?
LmPK inh: -0.2%; Pf growth 96h: inconclusive; Sm TGR inh: 0.0%; TbPYK inhibitor: 0.2%; Pf growth 48h: -19.1%; HCV inh: 11.5%

Results for COc1cc(C)c(CNc2cccc(C)c2)cc1C ?
LmPK inh: -3.2%; Pf growth 96h: -20.7%; Sm TGR inh: 0.5%; TbPYK inhibitor: 0.8%; HCV inh: 0.5%

Results for CCOC(=O)N1C/C(=C\c2ccccc2)C(=O)/C(=C/c2ccccc2)C1 ?
LmPK inh: 0.9%; Pf growth 96h: inconclusive; Sm TGR inh: -22.6%; TbPYK inhibitor: 1.9%; Pf growth 48h: 4.65µM*; HCV inh: 7.8%

Results for CCOc1cc(C)c(Cl)cc1S(=O)(=O)NC1CC(C)(C)NC(C)(C)C1 ?
LmPK inh: 2.8%; Pf growth 96h: -13.9%; Sm TGR inh: 20.1%; TbPYK inhibitor: -5.4%; Pf growth 48h: inconclusive; HCV inh: inconclusive

What do the screens show for `COC(=O)c1cc2nc(-c3ccc(C)cc3)cc(C(F)(F)F)n2n1`?
LmPK inh: 5.0%; Pf growth 96h: inconclusive; Sm TGR inh: 0.4%[57.1 µM]; TbPYK inhibitor: 2.6%; Pf growth 48h: 23.9%; HCV inh: -12.5%

How did CC1(OC(=O)C2CCCC2)C(=O)C=C2C=C(c3ccsc3)N(CCc3c[nH]c4ccccc34)C=C2C1=O (stereo not given) do in these assays?
LmPK inh: 0.3%[11.5 µM]; Pf growth 96h: 13.1µM*; Sm TGR inh: inconclusive; TbPYK inhibitor: 3.0%; Pf growth 48h: 9.28µM*; HCV inh: -19.2%

Results for COc1ccc(-c2csc(Nc3ccccc3)[n+]2Cc2ccccc2)cc1 ?
LmPK inh: 0.8%; Pf growth 96h: 13.1µM*; Sm TGR inh: 6.0%; TbPYK inhibitor: 0.9%; Pf growth 48h: -27.6%; HCV inh: inconclusive

What do the screens show for `c1ccc2c(N3CCCCC3)ncnc2c1`?
LmPK inh: -3.5%; Pf growth 96h: 57.6%[activator]; Sm TGR inh: 5.2%; TbPYK inhibitor: -0.3%; Pf growth 48h: 3.0%; HCV inh: inconclusive

What do the screens show for `Cc1ccccc1CC1CCN(CCCNC(=O)Nc2ccccc2)CC1`?
LmPK inh: -1.4%; Pf growth 96h: 9.3%; Sm TGR inh: 19.4%; TbPYK inhibitor: 0.9%; Pf growth 48h: 6.6%; HCV inh: inconclusive

Results for O=c1ccc2ccccc2o1 ?
LmPK inh: 1.8%; Pf growth 96h: 1.8%&-0.9%; Sm TGR inh: -5.4%; TbPYK inhibitor: 3.3%&-0.9%; Pf growth 48h: -6.0%&-0.3%; HCV inh: 0.0%

Results for O=C(COC(=O)c1cn(-c2ccccc2)nc1-c1ccc(F)cc1)Nc1ncc(Cl)cc1Cl ?
LmPK inh: 11.3%; Pf growth 96h: 71.0%[activator]; Sm TGR inh: -13.7%; TbPYK inhibitor: -3.5%; Pf growth 48h: 69.7%[activator]; HCV inh: inconclusive

What do the screens show for `CCOC(=O)CN(C(=O)CSc1nnc(COc2ccc(OC)cc2)n1C)c1ccccc1`?
LmPK inh: -0.8%; Pf growth 96h: 11.7µM*; Sm TGR inh: -25.6%; TbPYK inhibitor: 2.0%; Pf growth 48h: inconclusive; HCV inh: 20.9%

How did CCOc1ccc(NC(=O)CN2CCc3ccccc3C2)cc1 do in these assays?
LmPK inh: -1.7%; Pf growth 96h: 31.9%[activator]; Sm TGR inh: 0.4%; TbPYK inhibitor: 1.5%; Pf growth 48h: 35.7%[activator]; HCV inh: -16.4%

What do the screens show for `O=C1c2ccccc2C(=O)N1CCCn1c(=O)oc2ccccc21`?
LmPK inh: 1.7%; Pf growth 96h: 2.5%[5.75 µM]; Sm TGR inh: 2.9%; TbPYK inhibitor: -11.8%; Pf growth 48h: 0.9%; HCV inh: -11.9%

How did COC(=O)C1=C(c2cccc(OCc3ccccc3)c2)C[C@@H]2CC[C@H]1N2C(=O)NCCN1CCOCC1 do in these assays?
Pf growth 96h: 5.22µM*; Sm TGR inh: 2.7%; TbPYK inhibitor: -5.7%; Pf growth 48h: inconclusive; HCV inh: 12.8%

What do the screens show for `COc1ccc(NC(=O)c2ccccc2OCc2c(C)noc2C)cc1OC`?
LmPK inh: -2.6%; Pf growth 96h: -7.3%; Sm TGR inh: -4.7%; TbPYK inhibitor: -5.2%; Pf growth 48h: -7.5%; HCV inh: inconclusive

Results for CCOc1ccccc1C(=O)Nc1cccc(-c2ccc3nncn3n2)c1 ?
LmPK inh: -3.6%; Pf growth 96h: inconclusive; Sm TGR inh: -0.1%; TbPYK inhibitor: 3.6%; Pf growth 48h: 0.0%; HCV inh: inconclusive

Results for Cc1ccc(NC(=O)c2ccccc2[N+](=O)[O-])nc1 ?
LmPK inh: -6.7%; Pf growth 96h: -11.2%; Sm TGR inh: 15.9%; TbPYK inhibitor: 13.5%; Pf growth 48h: 60.9%[activator]; HCV inh: -15.0%

How did CCCOc1ccccc1/C=C1/C(=O)ON=C1C do in these assays?
LmPK inh: -2.0%; Pf growth 96h: 18.9%; Sm TGR inh: -4.1%; TbPYK inhibitor: -26.3%; HCV inh: 11.5%

What do the screens show for `CCCS(=O)(=O)N1CCC(C(=O)NC2CCCCC2C)CC1` (stereo not given)?
LmPK inh: 5.9%; Pf growth 96h: 5.2%; Sm TGR inh: 4.7%; TbPYK inhibitor: -4.0%; Pf growth 48h: inconclusive; HCV inh: 22.5%

How did Cc1cs/c(=N\N=C2CCCCC2)n1Cc1ccco1 do in these assays?
LmPK inh: 4.7%; Pf growth 96h: 40.6%[activator]; Sm TGR inh: -7.9%; TbPYK inhibitor: -19.3%; Pf growth 48h: 18.6%; HCV inh: 17.7%

What do the screens show for `Cc1ccc(C)c(N2CCN(C(=O)c3cc4ccccc4oc3=O)CC2)c1`?
LmPK inh: 10.3%; Pf growth 96h: 9.28µM*; Sm TGR inh: 5.0%; TbPYK inhibitor: 0.9%; HCV inh: -20.0%

Screening results (PubChem BioAssay)
